TNAP activators: human TNAP enzyme activators, primary screen, biochemical, luminescent, no phosphate acceptor, uHTS (AID 1001); Alkaline phosphatase, tissue-nonspecific isozyme (Homo sapiens); purified TNAP, luminescent activation assay, no phosphate acceptor; higher activation fold means a stronger effect; activation fold at 20 µM, or EC50 in µM where a hit was titrated; hit rate 0.03% among 200,000; in the data active means activation fold from about 3, or a potency from the dose series; inactive means the rest, 99 in 100 with activation fold below about 1.6; further: many of its hits are not listed in these tables
human PMI inhibition: inhibitors of human PMI, primary screen, biochemical, fluorescence intensity, coupled assay (AID 1209). inhibition, % at 20 µM; hits with a dose series show IC50 in µM. purified PMI enzyme, coupled fluorescence intensity; higher % means a stronger effect. Mannose-6-phosphate isomerase (Homo sapiens). hit rate 0.42% among 190,000;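 further: plate controls were DMSO vehicle for no effect and wells lacking substrate for full effect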
NOD1 NF-kB reporter: NOD1 signaling inhibitors, primary screen, cell-based, luminescence, uHTS (AID 1578). NOD1-driven NF-kB luciferase reporter cells, luminescence; higher % means a stronger effect. one-dose inhibition, % at 4 µM; EC50 in µM for titrated hits. hit rate 1% among 290,000; in the data active means inhibition mostly above about 36%, no sharp cut-off; inactive means mostly below about 34%;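 further: HEK-293T reporter cells stimulated with the NOD1 agonist gamma-tri-DAP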
KOR beta-arrestin-1: KOR agonists, beta-arrestin recruitment, primary screen, cell-based, luminescence, uHTS (AID 1777); activation, % at 10 µM, or EC50 in µM where a hit was titrated; hit rate 0.02% among 280,000; Kappa-type opioid receptor (Homo sapiens); KOR beta-arrestin recruitment, luminescence; higher % means a stronger effect; in the data active means activation above about 50%, passing the limit was not always enough; further: a part of the inactive calls stands beside numbers as strong as those of hits
HEK293 NOD2/NF-kB: NOD2 signaling inhibitors, cell-based, luminescence, uHTS, HEK293 (AID 1566) | HEK293 NOD2/NF-kB luciferase reporter, luminescence; higher % means a stronger effect | hit rate 0.63% among 290,000 | inhibition, % at 4 µM; hits with a dose series show EC50 in µM; further: many of its hits are not listed in these tables
XIAP antagonists: XIAP antagonists, biochemical, IAP family, fluorescence polarization (AID 1018); displacement, % at 20 µM, or IC50 in µM where a hit was titrated; XIAP BIR domain, fluorescence polarization peptide displacement; higher % means a stronger effect; E3 ubiquitin-protein ligase XIAP (Homo sapiens); hit rate 0.007% among 200,000; in the data active means displacement above about 50%; further: a part of the inactive calls stands beside numbers as strong as those of hits
LYP phosphatase: inhibitors of LYP phosphatase, biochemical, fluorescence intensity, uHTS (AID 1779). hit rate 0.054% among 290,000. one-dose inhibition, % at 11.5 µM; IC50 in µM for titrated hits. recombinant LYP phosphatase, fluorescence intensity; higher % means a stronger effect;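 further: plate controls were vehicle with enzyme for no effect and no enzyme for full effect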
human PMI inhibitors: human PMI inhibitors, high substrate, primary screen, biochemical, fluorescence intensity, high mannose 6-phosphate (AID 1220); Mannose-6-phosphate isomerase (Homo sapiens); recombinant PMI enzyme, coupled fluorescence intensity; higher % means a stronger effect; inhibition, % at 20 µM, or IC50 in µM where a hit was titrated; hit rate 0.66% among 190,000
KOR beta-arrestin-2: KOR antagonists, beta-arrestin recruitment, cell-based, luminescence, uHTS (AID 1778). one-dose inhibition, % at 10 µM; IC50 in µM for titrated hits. KOR beta-arrestin recruitment, luminescence, antagonist mode; higher % means a stronger effect. hit rate 0.091% among 290,000; further: strong numbers were not always called active
The depositor's hits bear a star. Unless noted, no stated cut-off is given here; in the data, active means inhibition above about 50%; inactive means the rest. A portion of the library (hit frequency here may not be typical).

`O=C(CSc1nc2ccccc2[nH]1)c1ccco1` gave TNAP activators 1, human PMI inhibition 1%, NOD1 NF-kB reporter 2%, KOR beta-arrestin-1 13%, HEK293 NOD2/NF-kB -9%, XIAP antagonists -2.8%, LYP phosphatase -7%, human PMI inhibitors 17% and KOR beta-arrestin-2 28%.
Screening CCSC(=O)CCCCCCCCCCCO returned TNAP activators 0.9, human PMI inhibition 4%, NOD1 NF-kB reporter -31%, KOR beta-arrestin-1 1.6%, HEK293 NOD2/NF-kB 1%, XIAP antagonists -4.2%, LYP phosphatase -5%, human PMI inhibitors 6% and KOR beta-arrestin-2 -12%.
Screening COC(=O)c1[nH]c2cccc(OC)c2c1NC(=O)CN1CC2(C)CC1CC(C)(C)C2 (configuration not stated) returned TNAP activators 1, human PMI inhibition 12%, NOD1 NF-kB reporter -7%, KOR beta-arrestin-1 -3.6%, HEK293 NOD2/NF-kB 4%, XIAP antagonists -4.2%, LYP phosphatase 0%, human PMI inhibitors 13% and KOR beta-arrestin-2 -13%.
Screening CC(C)(C)NC(=O)c1ccc2c(c1)N(CC(=O)N1CCN(c3ccccc3F)CC1)C(=O)C(C)(C)O2 returned TNAP activators 1.2, human PMI inhibition -8%, NOD1 NF-kB reporter -24%, KOR beta-arrestin-1 -0.3%, HEK293 NOD2/NF-kB 2%, XIAP antagonists -5.2%, LYP phosphatase -2%, human PMI inhibitors 0% and KOR beta-arrestin-2 -7%.
CCc1ccccc1N(CC(=O)NC1CCCCC1)C(=O)CNC(=O)c1ccco1 was read as NOD1 NF-kB reporter -30%, KOR beta-arrestin-1 -6.7%, HEK293 NOD2/NF-kB 16%, LYP phosphatase -13% and KOR beta-arrestin-2 -11%.
Screening COc1ccc(/C=C\C(=O)c2c(O)ccc3c(C)cc(=O)oc23)cc1 returned TNAP activators 1.1, human PMI inhibition 11%, NOD1 NF-kB reporter 37%, KOR beta-arrestin-1 6.7%, HEK293 NOD2/NF-kB -51%, XIAP antagonists -22%, LYP phosphatase -2%, human PMI inhibitors 8% and KOR beta-arrestin-2 -57%.
`CCN(CC)c1ccc(Nc2nc(-c3cccnc3)cs2)cc1` gave NOD1 NF-kB reporter -4%, KOR beta-arrestin-1 -4.5%, HEK293 NOD2/NF-kB -22%, LYP phosphatase 0% and KOR beta-arrestin-2 8%.
Cc1cc(CCC(=O)O)c(C)cc1CCC(=O)O was read as TNAP activators 1.1, human PMI inhibition -8%, NOD1 NF-kB reporter 18%, KOR beta-arrestin-1 2.9%, HEK293 NOD2/NF-kB 10%, XIAP antagonists -0.6%, LYP phosphatase -11%, human PMI inhibitors -8% and KOR beta-arrestin-2 -3%.
Screening CCCn1c(N)c(N(CCOC)C(=O)c2ccc(C#N)cc2)c(=O)[nH]c1=O returned NOD1 NF-kB reporter 2%, KOR beta-arrestin-1 -0.9%, HEK293 NOD2/NF-kB 21%, LYP phosphatase -6% and KOR beta-arrestin-2 -2%.
For CC(C)c1ccc(CNC(=O)C2CC(=O)N(C3CCCCC3)C2)cc1 (configuration not stated) the results were NOD1 NF-kB reporter -25%, KOR beta-arrestin-1 0.2%, HEK293 NOD2/NF-kB -4%, LYP phosphatase -4% and KOR beta-arrestin-2 35%.
For O=C1CSc2ccc(C(=O)NCC(c3ccco3)N3CCCCC3)cc2N1 (configuration not stated) the results were TNAP activators 1.1, human PMI inhibition -4%, NOD1 NF-kB reporter -22%, KOR beta-arrestin-1 11%, HEK293 NOD2/NF-kB -16%, XIAP antagonists -0.9%, LYP phosphatase -3%, human PMI inhibitors -2% and KOR beta-arrestin-2 -7%.
Cc1nnc(SCC(=O)Nc2sc3c(c2C#N)CCCCC3)n1N was read as TNAP activators 1, human PMI inhibition 5%, NOD1 NF-kB reporter 0%, KOR beta-arrestin-1 -3.0%, HEK293 NOD2/NF-kB 2%, XIAP antagonists -5.1%, LYP phosphatase -8%, human PMI inhibitors -3% and KOR beta-arrestin-2 -11%.
`CC(=O)Nc1ccc(NC(=O)c2c(C)nc3ccccn23)cc1` gave TNAP activators 1.1, human PMI inhibition 2%, NOD1 NF-kB reporter -29%, KOR beta-arrestin-1 -3.0%, HEK293 NOD2/NF-kB -10%, XIAP antagonists -3.3%, LYP phosphatase -2%, human PMI inhibitors 8% and KOR beta-arrestin-2 -21%.
`COc1ccc(C(=O)Nc2cccc(OC(=O)c3ccc(C)c(C)c3)c2)cc1` gave TNAP activators 1.1, human PMI inhibition 9%, NOD1 NF-kB reporter -70%, KOR beta-arrestin-1 -2.0%, HEK293 NOD2/NF-kB -54%, XIAP antagonists -3.5%, LYP phosphatase 2%, human PMI inhibitors 10% and KOR beta-arrestin-2 -4%.
For Cc1cc(Cl)ccc1C(=O)C1CCCN(C(=O)c2ccsc2)C1 (configuration not stated) the results were NOD1 NF-kB reporter 1%, KOR beta-arrestin-1 4.2%, HEK293 NOD2/NF-kB 17%, LYP phosphatase -10% and KOR beta-arrestin-2 -16%.
CCN(CC)S(=O)(=O)c1ccc(NC(=O)c2ccc(Cl)nc2)cc1 was read as NOD1 NF-kB reporter 1%, KOR beta-arrestin-1 -1.9%, HEK293 NOD2/NF-kB 14%, LYP phosphatase 3% and KOR beta-arrestin-2 13%.
`CCOC(=O)N1CCN(S(=O)(=O)c2cccs2)CC1` gave TNAP activators 1.1, human PMI inhibition 12%, NOD1 NF-kB reporter -34%, KOR beta-arrestin-1 0.8%, HEK293 NOD2/NF-kB -9%, XIAP antagonists -8.0%, LYP phosphatase -5%, human PMI inhibitors 13% and KOR beta-arrestin-2 16%.
O=C(NCc1ccccn1)C(=O)NCC1OCCN1S(=O)(=O)c1ccc(F)cc1 (configuration not stated) was read as NOD1 NF-kB reporter -19%, KOR beta-arrestin-1 0.1%, HEK293 NOD2/NF-kB 8%, LYP phosphatase -12% and KOR beta-arrestin-2 -1%.
For COc1ccc(S(=O)(=O)N2CCCC(C(=O)Nc3ccc(OC)c(OC)c3)C2)cc1 (configuration not stated) the results were TNAP activators 1.1, human PMI inhibition -8%, NOD1 NF-kB reporter -10%, KOR beta-arrestin-1 -3.7%, HEK293 NOD2/NF-kB 4%, XIAP antagonists -8.7%, LYP phosphatase -3%, human PMI inhibitors 9% and KOR beta-arrestin-2 -15%.
`CCOc1ccc(-n2c(SCc3ccc(C(=O)OC)o3)nc3c(c2=O)SCC3)cc1` gave TNAP activators 1.1, human PMI inhibition 17%, NOD1 NF-kB reporter -22%, KOR beta-arrestin-1 -1.2%, HEK293 NOD2/NF-kB -15%, XIAP antagonists -1.1%, LYP phosphatase -2%, human PMI inhibitors 14% and KOR beta-arrestin-2 9%.
For CCCCCCCNC(=O)CN1N=C(c2ccc(C)cc2)CCC1=O the results were NOD1 NF-kB reporter 2%, KOR beta-arrestin-1 29%, HEK293 NOD2/NF-kB -2%, LYP phosphatase -5% and KOR beta-arrestin-2 17%.
Screening CCOC(=O)c1nn(-c2ccccc2F)c(-c2ccccc2)c1C(=O)c1ccccc1 returned TNAP activators 1.1, human PMI inhibition 14%, NOD1 NF-kB reporter 12%, KOR beta-arrestin-1 2.8%, HEK293 NOD2/NF-kB 8%, XIAP antagonists -3.8%, LYP phosphatase 2%, human PMI inhibitors 15% and KOR beta-arrestin-2 -23%.
CCOC(=O)Nc1sc(C)c(C)c1C(=O)OCC was read as TNAP activators 1.1, human PMI inhibition 8%, NOD1 NF-kB reporter -17%, KOR beta-arrestin-1 6.0%, HEK293 NOD2/NF-kB 15%, XIAP antagonists -0.8%, LYP phosphatase -2%, human PMI inhibitors 7% and KOR beta-arrestin-2 30%.
Screening CCN(CC)c1ccc(NC(=O)c2[nH]c(C)c(C(C)=O)c2C)c(C)c1 returned TNAP activators 1.1, human PMI inhibition 21%, NOD1 NF-kB reporter -14%, KOR beta-arrestin-1 -1.7%, HEK293 NOD2/NF-kB 4%, XIAP antagonists -2.9%, LYP phosphatase 0%, human PMI inhibitors 16% and KOR beta-arrestin-2 -46%.
`CCN(Cc1ccccc1)C(=O)c1ccc(Cl)cc1[N+](=O)[O-]` gave TNAP activators 1.1, human PMI inhibition -12%, NOD1 NF-kB reporter -35%, KOR beta-arrestin-1 1.1%, HEK293 NOD2/NF-kB -3%, XIAP antagonists -1.3%, LYP phosphatase -1%, human PMI inhibitors -1% and KOR beta-arrestin-2 -26%.
`O=C1NC(c2ccccc2)Nc2c1sc(=S)n2-c1ccccc1` (configuration not stated) gave TNAP activators 1.1, human PMI inhibition -69%, NOD1 NF-kB reporter 6%, KOR beta-arrestin-1 7.4%, HEK293 NOD2/NF-kB 18%, XIAP antagonists -3.8%, LYP phosphatase -4%, human PMI inhibitors -122% and KOR beta-arrestin-2 -24%.
Screening O=C(/C=C/c1ccccc1)NCCc1ccccc1 returned NOD1 NF-kB reporter -7%, KOR beta-arrestin-1 -1.9%, HEK293 NOD2/NF-kB -66%, LYP phosphatase -2% and KOR beta-arrestin-2 1%.
Cc1cc(C)cc(OCC(=O)OCc2nnc(-c3ccccc3)o2)c1 was read as TNAP activators 1.1, human PMI inhibition -1%, NOD1 NF-kB reporter -32%, KOR beta-arrestin-1 -2.5%, HEK293 NOD2/NF-kB -6%, XIAP antagonists 1.3%, LYP phosphatase -4%, human PMI inhibitors -2% and KOR beta-arrestin-2 9%.
`O=C1c2ccccc2C(=O)c2c1ncn2-c1ccccc1` gave TNAP activators 1.1, human PMI inhibition 22%, NOD1 NF-kB reporter -14%, KOR beta-arrestin-1 2.3%, HEK293 NOD2/NF-kB 17%, XIAP antagonists 1.8%, LYP phosphatase -1%, human PMI inhibitors 59%* and KOR beta-arrestin-2 12%.
`COc1oc(-c2ccc(Cl)cc2)nc1C(F)(F)F` gave TNAP activators 1.1, human PMI inhibition -42%, NOD1 NF-kB reporter -27%, KOR beta-arrestin-1 6.5%, HEK293 NOD2/NF-kB 5%, XIAP antagonists -5.7%, LYP phosphatase -5%, human PMI inhibitors -40% and KOR beta-arrestin-2 -8%.

Not a retest: 4 of the compounds above.
Screening O=C(/C=C/c1ccccc1)NCCc1ccccc1 returned NOD1 NF-kB reporter -7%, KOR beta-arrestin-1 -1.9%, HEK293 NOD2/NF-kB -66%, LYP phosphatase -2% and KOR beta-arrestin-2 1%.
Cc1cc(C)cc(OCC(=O)OCc2nnc(-c3ccccc3)o2)c1 was read as TNAP activators 1.1, human PMI inhibition -1%, NOD1 NF-kB reporter -32%, KOR beta-arrestin-1 -2.5%, HEK293 NOD2/NF-kB -6%, XIAP antagonists 1.3%, LYP phosphatase -4%, human PMI inhibitors -2% and KOR beta-arrestin-2 9%.
`O=C1c2ccccc2C(=O)c2c1ncn2-c1ccccc1` gave TNAP activators 1.1, human PMI inhibition 22%, NOD1 NF-kB reporter -14%, KOR beta-arrestin-1 2.3%, HEK293 NOD2/NF-kB 17%, XIAP antagonists 1.8%, LYP phosphatase -1%, human PMI inhibitors 59%* and KOR beta-arrestin-2 12%.
`COc1oc(-c2ccc(Cl)cc2)nc1C(F)(F)F` gave TNAP activators 1.1, human PMI inhibition -42%, NOD1 NF-kB reporter -27%, KOR beta-arrestin-1 6.5%, HEK293 NOD2/NF-kB 5%, XIAP antagonists -5.7%, LYP phosphatase -5%, human PMI inhibitors -40% and KOR beta-arrestin-2 -8%.

Screening data from PubChem.
